GAA glycogen = GAA glycogen-cleavage inhibition or activation; P10253; recombinant GAA, glycogen substrate, Amplex Red glucose oxidase fluorescence; hit rate 0.38% among 300,000; Potency, µM (series often up to 76.4 µM), inactives show at the highest dose activity change, negative = inhibition, most hits filed as inhibitors; AID 2100;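 also: 0% = full enzyme reaction and -100% = no-enzyme basal signal; the screen sought inhibitors and activators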
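Recombinant human enzyme (4 nM); glycogen substrate; 37 C, 40 min, pH 5.0. Readout: coupled glucose oxidase/Amplex Red fluorescence.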
TRb SRC2 PPI = disrupts binding of human TR beta to SRC2; Potency, µM (series often up to 106 µM), for the others: at the highest dose activity change, negative = inhibition, usual class: inhibitors; AID 1469; TRbeta-SRC2 peptide binding, fluorescence polarization; receptor liganded with 1 µM T3; hit rate 0.065% among 280,000; P10828;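 also: plate controls were bound peptide for no effect and peptide without receptor for full effect; nearly all actives have a fitted effect of over 50% in size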
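Read-out is fluorescence polarization (555 nm excitation, 632 nm emission) of a Texas Red SRC2 coactivator peptide; loss of signal reflects blocked binding to human TRb ligand-binding domain in the presence of 1 uM T3.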
RECQ1 helicase = inhibitors of human RECQ1 DNA helicase; P46063; RECQ1 DNA unwinding, red fluorescence kinetic read; Potency, µM (highest dose often 57.3 µM), without a hit: at the highest dose activity, negative = inhibition, usual class: inhibitors; hit rate 0.54% among 240,000; AID 2549;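 also: plate controls were vehicle for no effect and no enzyme for full effect; nearly all actives have a fitted effect of over 30% in size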
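50 nM RECQ1T1 preincubated 15 min with compound in Tris pH 8.0 buffer with MgCl2, DTT, Tween-20 and 2.5 ug/ml poly(dI-dC); started with 200 nM TAMRA/BHQ-2 forked duplex and 2 mM ATP. Unwinding read as fluorescence (525/598 nm), two reads 2 h apart.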
GAA inhib = blocks human lysosomal alpha-glucosidase; P10253; purified human GAA, 4-MU-alpha-glucoside fluorescence; Potency, µM (doses to about 76.9 µM), inactives show at the highest dose activity change, negative = inhibition, usual class: inhibitors; hit rate 0.005% among 200,000; AID 1466;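 also: plate controls were uninhibited enzyme wells for no effect and no-enzyme background for full effect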
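qHTS format, compound range up to 77 uM. Human lysosomal enzyme at 4 nM, 400 uM 4-MU glucoside substrate, pH 5.0, 20 min room temperature; fluorescence after alkaline stop gives activity normalized to controls.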
L3MBTL1 inh = L3MBTL1 (human) inhibition. AlphaScreen L3MBTL1–H3K9me1 peptide binding. Potency, µM (highest dose often 57.1 µM), for the others: at the highest dose activity, negative = inhibition, hits mostly inhibitors. hit rate 0.66% among 230,000. AID 485360; also: nearly all actives have a fitted effect of over 60% in size
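AlphaScreen proximity signal between nickel-chelate acceptor and streptavidin donor beads (final 10 ug/mL) reports binding of 50 nM L3MBTL1 to 75 nM biotin-H3 K9me1 peptide; complex incubated with compounds 30 min at room temperature; cefsulodin titration as control.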
GAA spleen mod = inhibits or activates alpha-glucosidase in human spleen homogenate; P10253; human spleen homogenate, 4-MU-alpha-glucoside fluorescence; Potency, µM (doses to about 79.9 µM), for inactives: at the top dose activity change, negative = inhibition, actives largely listed as inhibitors; hit rate 0.006% among 240,000; AID 2112;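 also: 0% = enzyme with vehicle and -100% = no enzyme basal signal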
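Compounds were titrated against alpha-glucosidase in spleen homogenate at pH 5.0, with 1 mM 4-methylumbelliferyl substrate for 40 min at 37 C. Reactions were quenched with pH 10 NaOH/glycine and fluorescence measured.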
RGS12 GoLoco inh = RGS12 GoLoco-Gai1 interaction inhibition | P63096 | Gai1:RGS12 GoLoco peptide FP, rhodamine, 10 min | Potency, µM (highest dose often 61.6 µM), without a hit: at the top dose activity, negative = inhibition, most hits filed as inhibitors | hit rate 0.44% among 230,000 | AID 880; active = well fitted inhibition curve with a large enough effect, not every such curve was filed as active; inactive = no such curve, though single readings can be large or run the other way; also: nearly all actives have a fitted effect of over 30% in size; many of its hits are not listed in these tables
TexasRed fluor = counter-screen for TRb-SRC2 inhibitors: fluorescence interference. TRb/SRC2 Texas Red total fluorescence interference. Potency, µM (titrated, usually from 106 µM), inactives show at the highest dose fluorescence change, negative = quenching. hit rate 0.29% among 280,000; active = well fitted curve in either direction with a large enough effect; inconclusive = small, poorly fitted or top-dose-only effect
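Human TRb ligand-binding domain at 0.6 uM with 20 nM Texas Red SRC2 peptide in Tris buffer containing 1 uM T3 and 5% DMSO, incubated with compound 5 h at ambient temperature. Total fluorescence (555/632 nm) calculated as parallel + 2 × perpendicular.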
* = called active by the depositor; i = inactive; ? = inconclusive; nt = not tested or not shown; & = joins results of further samples; [ ] = remark or other dose. Unless noted, calls follow the shape of the dose curve; as a rule, active = well fitted curve in the direction sought with a large enough effect; inconclusive = small, poorly fitted or top-dose-only effect, or another doubt; inactive = no such curve, though single readings can be large; an effect the other way counts as inactive or inconclusive. Unless noted, % is scaled to controls: 0 for no effect and ±100 for the full control effect; potency is read from the fitted curve at half-maximal effect.

SMILES	GAA glycogen	TRb SRC2 PPI	RECQ1 helicase	GAA inhib	L3MBTL1 inh	GAA spleen mod	RGS12 GoLoco inh	TexasRed fluor
C[C@]12CC[C@@H]3c4ccc(O)cc4CC[C@H]3[C@@H]1CCC2=O	1%	1%	-9%&-9%&-3%	-6%[15.4 µM]	-5%	6%&-7%&5%	13%&13%&-5%	-1%
CCOC(=O)Cn1ncc(-c2ccccc2)c1N	-1%	-8%	i	-5%	-4%	-3%	13%	-2%
COc1ccc(NC(=O)CN(c2cc(C)cc(C)c2)S(=O)(=O)c2c(C)noc2C)cc1OC	4%	-1%	8%	-3%	?	-7%	9%	-2%
c1nc2nc3c(c(N4CCOCC4)n2n1)CCCC3	-3%	-11%	i	-3%	5%	2%	0%	1%
Cc1ccc(NC(=O)COC(=O)CNC(=O)c2cccc([N+](=O)[O-])c2)cc1S(=O)(=O)N1CCCCCC1	-2%	2%	32µM*	?	-12%	0%	-13%	0%
COc1ccc(NC(=O)CSc2nnc(Cc3cccn3C)n2-c2ccc(F)cc2)cc1	14%	2%	8%	-1%	-27%	-12%	-5%	2%
C=CCOC(=O)C1=C(C)NC(SC)=C(C#N)C1c1cccs1 (stereo not drawn)	-3%	-2%	i	0%	7%	-2%	12%	3%
COc1ccc(-c2ccc3ccccc3n2)cc1OC	-23%	-2%	i	6%	15%	-1%	7%	-2%
COc1ccccc1NC(=O)CCC(=O)Nc1nnc(C(F)(F)F)s1	0%	7%	-6%	8%	0%	1%	4%	1%
O=C(Nc1nc2ccccc2s1)C1CCCN1S(=O)(=O)c1ccc(Cl)cc1 (stereo not drawn)	-2%	-4%	-3%	-17%	-8%	-1%	4%	-1%
COc1ccc(Cl)cc1NC(=S)NCc1ccccn1	-6%	-18%	8%	-4%	-3%	-1%	9%	1%
C=CCn1c(CNc2ccc(C)cc2)nnc1SCC(=O)N/N=C/c1ccc(O)cc1	-19%	9%	-11%	-11%	-5%	-6%	7%	-4%
CSc1nsc(SC)c1NC(=O)N1CCCCC1	10%	1%	-6%	4%	nt	-3%	1%	-4%
O=C(CCn1cnc(-c2ccccc2)c1-c1ccccc1)N/N=C/c1ccc(O)cc1	-7%	1%	20%	8%	-1%	-5%	2%	-2%
Cc1nnn(-c2nonc2N)c1C(=O)N/N=C/c1ccccc1O	-3%	-11%	i	6%	1%	-2%	18%	1%
CC(C)Nc1nc(NC(C)C)nc(C(N)=O)n1	4%	3%	i	2%	nt	-8%	3%	-2%
Cc1ccccc1-c1nc(NCCN2CCOCC2)c2ccccc2n1	nt	6%	-4%	nt	nt	-1%	-7%	-5%
CC(=O)NC(NC(=S)Nc1ccc(N=Nc2ccccc2C)cc1C)C(Cl)(Cl)Cl (stereo not drawn)	7%	-26%	i	-6%	-4%	3%	3%	1%
C=CCSc1nc2ccccc2[nH]1	0%	-23%	16%	-7%	-5%	-16%	0%	-1%
COCCOC(=O)C1=C(C)NC2=C(C(=O)CC(c3cccs3)C2)C1c1ccsc1 (stereo not drawn)	-2%	1%	-6%	3%	8%	-3%	2%	2%
CS(=O)(=O)Nc1cccc(-c2ccc3ncnc(NCc4cccnc4)c3c2)c1	nt	1%	-1%	nt	nt	6%	-2%	-1%
CC(NC(=O)C12CC3CC(CC(C3)C1)C2)C(=O)N/N=C/C1=C(N2CCOCC2)C(=C\c2ccccc2)/CC1 (stereo not drawn)	-6%	-15%	-19%	-11%	2%	-18%	14%	2%
COc1ccc(C(=O)C23CC4CC(C2)CC(C(=O)c2ccc(OC)cc2)(C4)C3)cc1	-4%	3%	5%	4%	-12%[11.4 µM]	9%	-7%	-2%
CCN(CC)C(=O)C12C(=O)Oc3ccccc3C1C2(C)C(=O)c1ccc(F)cc1 (stereo not drawn)	1%	-11%	-16%	nt	2%	-4%	1%	-1%
Nn1cc(-c2ccccc2)nc1SCC(=O)Nc1ccc(S(N)(=O)=O)cc1	8%	-9%	-3%	-5%	-15%	-16%	11%	-6%

Other compounds follow.
SMILES	GAA glycogen	TRb SRC2 PPI	RECQ1 helicase	GAA inhib	L3MBTL1 inh	GAA spleen mod	RGS12 GoLoco inh	TexasRed fluor
Cc1cc(NC(=O)c2sc(Nc3cccc(C(F)(F)F)c3)nc2N)no1	?	1%	-1%	-5%	-6%	2%	-4%	-5%
c1ccc(-c2ccc(-c3cnc4n3CCCCC4)cc2)cc1	-5%	1%	11%	-5%	nt	-5%	11%	2%
CCn1c(=O)c2cc(S(=O)(=O)NCCOc3ccccc3)ccc2n(CC)c1=O	-10%	-2%	-4%	-9%	3%	-23%	4%	1%
CCOC(=O)c1ccc(NC(=O)CNC(=O)C2CCCCC2)cc1	-6%	-3%	1%	-5%	-1%	3%	60%[activator]	-3%
CCOC(=O)C(Cc1ccc(OC)c([N+](=O)[O-])c1)NC(=O)CCC(=O)Nc1ccc(C)cc1 (stereo not drawn)	9%	7%	-4%	10%	-2%	0%	8%	-2%
Cn1cc(CNCCCn2ncc3ccccc32)c(-c2ccccc2F)n1	10%	-4%	-6%	-2%	-14%	-1%	9%	-4%
CC(C)(C)NC(=O)CC1C(=O)NCCN1Cc1c(F)cccc1Cl (stereo not drawn)	5%	9%	-4%	2%	-1%	-7%	-8%	-1%
Cn1c(N)c(C(=O)COC(=O)C2=COCCO2)c(=O)n(C)c1=O	6%	-8%	-5%	1%	nt	0%	-3%	1%
O=C(NCc1ccc(OC(F)(F)F)cc1)C1CC(c2cccc(F)c2)=NO1 (stereo not drawn)	5%	-7%	i	nt	nt	-1%	0%	-1%
COC(=O)c1nnn(-c2nonc2N)c1-c1cccs1	1%	-8%	-4%	11%	-1%	-10%	1%	1%
Cc1ccc(C)c(NC(=O)C(Sc2ncnc3ccccc23)c2ccccc2)c1 (stereo not drawn)	-1%	4%	-2%	6%	-1%	11%	0%	-8%
Cc1ccc(CCNC(=O)C2CCN(c3nn4c(=O)cc(C)nc4s3)CC2)cc1	6%	0%	i	4%	-2%	-11%	12%	2%
COc1cc(/C=C(/C(=O)c2cccs2)c2nc3ccccc3[nH]2)ccc1O	?	10%	-11%	-18%	-21%	5%	170%[activator]	1%
COC(=O)c1ccccc1NC(=O)Nc1cccnc1	4%	-5%	i	1%	5%	-8%	-21%	-3%
CC(C)(C)CC(C)(C)c1ccc(O)c(CN2CCN(CCC#N)CC2)c1	-2%	-2%	-4%	?	nt	1%	-17%	-1%
CN(C)CCCN(Cc1cc2cc3c(cc2[nH]c1=O)OCO3)C(=S)NCc1ccco1	8%	-2%	0%	?	-9%	3%	28%	-4%
O=[N+]([O-])c1nn(-c2ccc3c(c2)OCCO3)n(O)c1=Nc1ccc(Cl)cc1	0%	-1%	-3%	1%	-10%	0%	-1%	-1%
O=[N+]([O-])c1ccc(Oc2ccc(S(=O)(=O)Nc3ccccc3)cc2)cc1	0%	-1%	-14%	-10%	-15%	-3%	-2%	-2%
COc1ccc(-c2nn(-c3ccccc3)cc2C(=O)NC(=S)NNC(=O)c2ccncc2)cc1	?	-9%	i	3%	nt	-1%	6%	-1%
CC1CC(C)CN(CC(=O)N2CCc3[nH]c4ccccc4c3C2)C1 (stereo not drawn)	-11%	7%	-2%	-20%	-9%	4%	1%	-1%
Cc1cc(-c2n[nH]c(=S)n2/N=C/c2sccc2C)n[nH]1	-8%	2%	-11%	5%	-4%	-1%	3%	-3%
COc1ccc(C)cc1NC(=O)c1cnc2n(c1=O)CCS2	-5%	-2%	-1%	-14%	36%[activator]	-1%	14%	4%
COc1ccc(C2c3c(oc4c(C)cc(C)cc4c3=O)C(=O)N2Cc2cccnc2)cc1OC (stereo not drawn)	4%	-7%	-5%	?	nt	-3%	-8%	-1%
C=CC[C@@H]1C=C[C@H](Oc2ccc(C)cc2)[C@H](COC(=O)NCc2cccc3ccccc23)O1	nt	-1%[11.2 µM]	i[11.5 µM]	nt	nt	-1%[17.4 µM]	nt	1%[11.2 µM]
CC(=O)Oc1cc(C(C)C)c(OCCN(C)C)cc1C	2%	-7%	-10%	-6%[15.4 µM]	-24%	6%	14%	0%

Continuation.
SMILES	GAA glycogen	TRb SRC2 PPI	RECQ1 helicase	GAA inhib	L3MBTL1 inh	GAA spleen mod	RGS12 GoLoco inh	TexasRed fluor
Nc1cc(=O)[nH]c(SCC(=O)N2CCN(S(=O)(=O)c3ccc4ccccc4c3)CC2)n1	-4%	-8%	i	1%	-8%	-6%	13%	0%
COc1ccc(-c2ccc(C)cc2)cc1C1C2C=CCCC2(C)C(=O)N1Cc1ccccc1 (stereo not drawn)	nt	-5%	-2%	nt	nt	-6%	nt	0%
CCOC(=O)c1ccc(NC(=O)N2CCN(C(=O)C3CCCO3)CC2)cc1 (stereo not drawn)	-1%	-5%	-10%	-8%	10%	8%	9%	-2%
Cc1ccc2c(c1)c1c(n2CC(O)Cn2c(C)nc3ccccc32)/C(=N\O)CCC1 (stereo not drawn)	0%	-6%	-12%	-11%	-16%	-3%	-2%	-3%
Cc1cccn2c(=O)c(C=O)c(N3CCN(c4ccc(F)cc4)CC3)nc12	-12%	95%	-9%	-5%	-6%	4%	5%	48%
Cc1nn(C)c(C(=O)Nc2ccn(C34CC5CC(CC(C5)C3)C4)n2)c1[N+](=O)[O-]	11%	-3%	-6%	8%	0%	-2%	9%	-1%
COc1cccc(/C=C/C(=O)NCc2ccc(S(N)(=O)=O)cc2)c1	4%	3%	0%	1%	-3%	-4%	16%	-2%
CNC(=O)c1ccc2snnc2c1	6%	?	i	-11%	nt	-2%	6%	-1%

In a second layout: 4 of the compounds above
Molecule,GAA glycogen,TRb SRC2 PPI,RECQ1 helicase,GAA inhib,L3MBTL1 inh,GAA spleen mod,RGS12 GoLoco inh,TexasRed fluor
Cc1cccn2c(=O)c(C=O)c(N3CCN(c4ccc(F)cc4)CC3)nc12,-12%,95%,-9%,-5%,-6%,4%,5%,48%
CNC(=O)c1ccc2snnc2c1,6%,?,i,-11%,nt,-2%,6%,-1%
CCOC(=O)c1ccc(NC(=O)N2CCN(C(=O)C3CCCO3)CC2)cc1 (stereo not drawn),-1%,-5%,-10%,-8%,10%,8%,9%,-2%
Cc1ccc2c(c1)c1c(n2CC(O)Cn2c(C)nc3ccccc32)/C(=N\O)CCC1 (stereo not drawn),0%,-6%,-12%,-11%,-16%,-3%,-2%,-3%

Compound activity deposited in PubChem BioAssay by National Center for Advancing Translational Sciences (NCATS).

These rows are one share of the data; rates above refer to the full screens.
